PMI act: activators of human phosphomannose isomerase; P34949; purified human PMI, coupled resazurin fluorescence, 20 min; active compounds read high; 1 = vehicle control, 0 substrate-free wells; activation factor at 20 µM; 190,000 tested, 0.005% active; AID 1214;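 active = activation factor of 2 or more at 20 µM, relative to plate controls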
Target sequence (P34949 whole entry, looked up): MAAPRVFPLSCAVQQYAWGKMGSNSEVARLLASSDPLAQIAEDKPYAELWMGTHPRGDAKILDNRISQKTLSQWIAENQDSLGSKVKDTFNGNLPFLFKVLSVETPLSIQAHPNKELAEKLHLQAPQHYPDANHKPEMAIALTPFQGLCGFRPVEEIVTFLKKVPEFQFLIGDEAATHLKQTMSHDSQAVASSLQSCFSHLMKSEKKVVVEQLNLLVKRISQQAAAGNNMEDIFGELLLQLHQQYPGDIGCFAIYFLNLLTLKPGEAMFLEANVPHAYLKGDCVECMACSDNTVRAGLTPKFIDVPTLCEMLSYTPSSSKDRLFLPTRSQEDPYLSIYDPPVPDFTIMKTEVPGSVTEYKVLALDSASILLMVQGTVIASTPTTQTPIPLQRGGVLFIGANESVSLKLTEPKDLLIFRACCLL
DTT redox prof: compounds producing H2O2 with reducing agent – biochemical, NIH compound library profiling, artefact control for MLSCN library redox annotation, primary screen; 200,000 tested, 0.03% active; DTT-dependent redox cycling H2O2, phenol red/HRP absorbance; 100% = 100 µM peroxide control, 0% = buffer; activation, % at 10 µM;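 active = activation of at least 50% relative to the plate's high and low controls in the primary single-dose screen; inactive = activation below 50%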;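 note: compound incubated with DTT at 0.8 mM final as the reducing agent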
L major viab: reduces viability of Leishmania major promastigotes | resazurin fluorescence viability | inhibition, % at 10 µM | 200,000 tested, 9% active;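 note: promastigotes grown with compound for 44 hours at 28 °C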
Hsp70 act: switches on Hsp70 transcription. activation, % at 10 µM. 200,000 tested, 0.04% active. AID 1203. HeLa Hsp70 promoter luciferase reporter, luminescence; scaled: vehicle 0, proteasome-inhibitor control 100%;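 active = activation above the mean across all tested compounds plus 3 SD, cutoff set per campaign, cut at about 5.5% in these data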;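 note: 100% = MG132 at 30 µM as the positive control and 0% = DMSO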
Diaph inh CS: counter-screen for diaphorase-based assays: diaphorase inhibitors and chemical oxidizers | diaphorase resazurin-to-resorufin fluorescence, NADH, 16 min; bacterial (C. kluyveri) enzyme, not human | inhibition, % at 20 µM | 190,000 tested, 0.69% active | AID 1217;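 active = primary screen inhibition at 20 µM above a set limit, cut at about 50% in these data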;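 note: plate controls were DMSO with full reaction for no effect and wells lacking NADH for full effect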
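Detection: fluorescence of resorufin formed from resazurin, Ex 544/Em 590 nm; test system: Clostridium kluyveri diaphorase enzyme; amount: 0.14 U/mL diaphorase, enzyme working solution; times: 16-min room-temperature incubation before reading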
S1P3 antag: blocks the human S1P3 receptor; Q99500; CHO S1P3 NFAT-BLA reporter, FRET fluorescence, antagonist mode; 170,000 tested, 0.27% active; AID 485; inhibition, % at 4.98 µM;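 active = inhibition above the plate cutoff, the mean inhibition of test wells on that plate plus 3 SD, cut at about 28% in these data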;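 note: cells challenged with S1P at its EC80 of 0.8 µM; blue over green emission ratio from cleaved BLA substrate after 4 h stimulation; 0% = S1P-stimulated wells and 100% = unstimulated DMSO-only wells; some compounds past the cut are filed as inactive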
Target sequence (Q99500 whole entry, looked up): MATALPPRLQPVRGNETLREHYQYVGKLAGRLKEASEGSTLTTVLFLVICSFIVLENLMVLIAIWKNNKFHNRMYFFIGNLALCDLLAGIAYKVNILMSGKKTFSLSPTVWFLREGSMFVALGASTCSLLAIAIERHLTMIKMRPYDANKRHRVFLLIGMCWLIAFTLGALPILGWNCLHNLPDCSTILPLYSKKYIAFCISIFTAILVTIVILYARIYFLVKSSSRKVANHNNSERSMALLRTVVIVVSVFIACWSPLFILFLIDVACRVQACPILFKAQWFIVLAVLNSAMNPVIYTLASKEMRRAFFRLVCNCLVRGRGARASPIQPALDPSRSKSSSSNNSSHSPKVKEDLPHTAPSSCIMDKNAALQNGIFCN
G6PDH counter: L. mesenteroides G6PDH inhibition counter-screen. Purified L. mesenteroides G6PDH, diaphorase/resazurin coupled fluorescence, 45 min. inhibition, % at 5 µM. 200,000 tested, 0.12% active
Diaph act CS: counter-screen for diaphorase-based assays: diaphorase activators and chemical reducers | Diaphorase/resazurin coupled assay, resorufin fluorescence, 16 min; active compounds read high; 1 = vehicle wells, 0 = NADH-free wells | 190,000 tested, 0.005% active | activation factor at 20 µM;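 active = diaphorase activity raised at least twofold by the compound at 20 µM; inactive = activation factor below 2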
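Measured by – red resorufin fluorescence at 544/590 nm excitation/emission · Test system – Clostridium kluyveri diaphorase, purified enzyme · Incubation – reaction time 16 min, room temperature · Buffer or medium – 50 mM HEPES pH 7.4 with 4.542 mM MgCl2, 0.005% Tween 20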
RAM network inh: blocks the yeast RAM network. S. cerevisiae dse1pr::URA3 reporter, 5-FOA growth OD615, 2 d; analog-sensitive cbk1-as2 kinase mutant strain. inhibition, % at 50 µM. 190,000 tested, 1.8% active. AID 868;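 active = inhibition above a set limit, 3 SD over mean compound inhibition, cut at about 8.4% in these data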;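 note: 0% = DMSO-only wells with no growth and 100% = 10 µM 1-NA-PP1 full growth; inhibition rescues growth on 5-FOA so higher OD means more RAM inhibition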
PMI act satM6P: activators of human phosphomannose isomerase at near-saturating mannose 6-phosphate; P34949; coupled PMI enzyme assay, resazurin fluorescence, 20 min; active compounds read high; 1 = untreated enzyme, 0 = substrate-free blank; activation factor at 20 µM; 190,000 tested, 0.34% active; AID 1216;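 active = activation factor of 2 or more at 20 µM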
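Test system – human PMI in coupled enzyme assay · Timing – 20 min incubation at room temperature · Detection – Diaphorase-driven resazurin-to-resorufin fluorescence, excitation 544, emission 590 nm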
TLR4 MyD88 comp: TLR4-MyD88 interaction inhibition in cells; HeLa CL3-4 TLR4/MyD88 BLA complementation, FRET ratio; 200,000 tested, 0.18% active; inhibition, % at 8.4 µM; O00206+Q99836; in the data active = inhibition above about 25%;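 note: 0% = vehicle and 100% = reference inhibitor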
Starred values were filed as active, the others as inactive; · = not tested or not shown. Cut-off read from the data, not from the text of the source, unless noted: active = inhibition above about 50%; inactive = the rest.

SMILES	PMI act	DTT redox prof	L major viab	Hsp70 act	Diaph inh CS	S1P3 antag	G6PDH counter	Diaph act CS	RAM network inh	PMI act satM6P	TLR4 MyD88 comp
COc1ccccc1C1/C(=C(/O)c2ccc(C)cc2)C(=O)C(=O)N1CC(C)O (stereo unspecified)	1	3.5	0	-0.3	6	-10	3	0.9	5.7	1	-2
Cc1ccc(N2C(=O)c3ccc(C(=O)O)cc3C2=O)cc1C	1.1	-0.1	-3	-0.2	-8	·	11	1.1	0.5	1.1	-10
O=C(Cc1ccccc1)N[C@@H](Cc1ccccc1)C(=O)O	0.9	-0.5	3	-0.3	11	-9	4	0.9	1.0	1	-3
Cc1cc(C)cc(NS(=O)(=O)c2ccc3[nH]cc(C(=O)N4CCc5ccccc54)c(=O)c3c2)c1	0.9	-0.3	3	0.0	12	-13	-5	0.9	3.5	0.9	-12
CC(NC(=O)C12CC3CC(CC(C3)C1)C2)C(=O)N/N=C/C1=C(N2CCOCC2)C(=C\c2cccc([N+](=O)[O-])c2)/CC1 (stereo unspecified)	1	0.2	98*	-0.3	4	10	-1	1	5.2	1	5
Cc1c(C(=S)NC(=O)C2CC2)c(=O)n(-c2ccccc2)n1C	1	-0.5	7	-0.4	23	-9	2	0.8	1.4	1	-5
O=C(c1ccco1)N1CCN(Cc2nc3ccccc3c(=O)n2-c2ccc(F)cc2)CC1	1	0.1	11	-0.2	18	·	2	0.8	1.3	1	1
O=C(Cn1cnc2ccc(Cl)cc2c1=O)c1cccs1	1	-5.5	-5	-0.3	-6	·	-1	1.1	2.1	1.1	8
Cc1nn(C)cc1/C=N/n1nnnc1N	1	0.1	8	-0.2	2	·	3	1	1.6	1	-3
COc1ccccc1NS(=O)(=O)c1cc(NC(=O)c2ccc3ccccc3n2)ccc1Cl	1	0.0	5	-0.2	16	1	4	0.8	5.8	0.9	15
CCOC(=O)c1c(-c2cccc(C)c2)csc1NC(=O)c1c(-c2ccccc2)noc1C	0.8	1.9	2	0.2	20	·	9	0.8	3.1	0.8	-13
CC1(C)C2([N+](=O)[O-])CN3CC1([N+](=O)[O-])CN(C2)C31CCCC1	1	2.1	-5	0.2	-1	·	6	1	-0.3	1.1	-10
O=c1[nH]c2ccc(S(=O)(=O)Nc3ccc(-c4nnc5n4CCCCC5)cc3)cc2o1	1.1	1.8	-4	0.0	40	66*	0	0.6	0.0	1	2
O=C(Cc1ccccc1)NC1CCN(C(=O)NCc2ccccc2)CC1	0.9	-0.2	-5	-0.2	15	·	6	0.8	0.9	0.9	2
COc1ccc(N2C(=O)/C(=C/c3cccs3)NC2=S)cc1	0.3	0.0	-6	-0.2	27	3	3	0.7	1.7	0.5	-4
COc1cccc(C(=O)Nc2nc(C)cs2)c1	1	1.5	5	-0.1	10	·	1	0.9	0.9	0.9	1
COc1ccc(S(=O)(=O)N2CCN(c3cccc(C)c3C)CC2)cc1	0.9	-0.7	-10	-0.4	24	-11	-3	0.8	8.4*	0.9	10
CCCC(=O)c1ccc(N2CCC(C)CC2)c(F)c1	0.9	-0.2	-2	-0.3	14	-12	-1	0.9	0.1	1	-5
O=C(Nc1ccc2c(c1)ncn2-c1ccccc1)c1ccco1	0.9	0.5	-1	0.3	24	28	-19	0.8	0.7	0.9	-17
CCOc1ccc(C(=O)OCC(=O)NCc2ccco2)cc1OCC	1	15	-4	-0.4	-5	-6	4	1.1	0.3	1	-8
CC1=NN(Cc2ccccc2)C(=O)/C1=C/c1ccc(N(C)C)cc1	0.9	-3.7	-1	-0.4	9	·	7	0.9	2.1	0.9	-1
CC(C)c1ccccc1NC(=O)c1cccc(NC(=O)c2ccccc2)c1	0.9	0.1	91*	-0.5	17	·	0	0.8	1.3	1	9
O=C1CC(c2ccc(F)cc2)c2cc3c(cc2N1)CCC3 (stereo unspecified)	0.8	0.1	2	-0.3	16	5	-15	0.8	1.9	1	9
CCCn1cc(C(CC(=O)O)C(=O)O)c2ccccc21 (stereo unspecified)	1	2.7	2	-0.3	4	-7	5	1	1.3	1.1	-9
CCN1CCN(C(=O)c2cc3c(=O)n4ccccc4nc3n2Cc2ccccc2)CC1	1	·	·	·	11	-12	3	0.9	·	1	·
Cc1ccnc2nc(C(=O)NC3=NCCS3)nn12	1.1	0.1	0	-0.3	9	-35	7	0.9	2.3	1.1	5
Cc1ccccc1CNC(=O)c1ccccc1NS(C)(=O)=O	0.9	-1.6	2	0.2	-7	4	17	1.1	-0.2	1	-10
C/C(=N\Nc1ccc([N+](=O)[O-])cc1)c1ccc(-n2nncc2C(C)(C)C)cc1	1	1.1	-5	-0.3	5	-10	-42	0.9	3.3	1	11
C=CCN1C(=NC(=O)CCCC(=O)O)SC2CS(=O)(=O)CC21 (stereo unspecified)	1	0.1	-3	-0.3	8	15	9	0.9	2.2	0.9	-4
Nc1nonc1C(=O)OCC(=O)c1ccc(Cl)cc1	1	-0.2	-7	-0.3	8	1	-3	0.9	0.6	0.9	4
COc1ccc(NC(=O)C(OC(=O)c2ccc([N+](=O)[O-])o2)c2ccccc2)cc1Cl (stereo unspecified)	0.8	-0.5	-4	0.0	21	-10	-2	0.8	2.0	0.8	6
COc1c(C)cc(Br)cc1C(=O)NC(=S)Nc1ccc(Cl)c(C(=O)O)c1	1	-0.1	-6	-0.2	18	4	5	0.8	5.2	1	2
Cc1nc(C)n(CC(=O)N2CCCC(C(=O)c3cccc4ccccc34)C2)n1 (stereo unspecified)	0.9	-0.8	-5	-0.1	11	3	13	0.9	-1.0	0.9	-17
O=C(CCCN1C(=O)c2ccccc2C1=O)Nc1nncs1	1	-0.1	-5	-0.2	4	1	2	1	-0.4	1	-3
O=C(Nc1cccc(-c2cn3cccnc3n2)c1)Nc1ccccc1F	1	-1.4	22	-0.1	12	6	3	0.9	-0.4	1	-5
Cc1cn(C(=O)c2ccccc2)c(=S)n1-c1ccc(Cl)cc1	0.9	0.2	85*	-0.4	11	·	10	0.9	-1.0	1	4
COc1ccc(C)cc1-n1nnnc1SCc1nc2ccccc2s1	0.8	0.8	83*	0.0	30	-34	6	0.7	5.9	0.9	-13
O=C1c2oc3ccccc3c(=O)c2C(c2cccs2)N1CCCN1CCOCC1 (stereo unspecified)	1.2	0.1	-2	-0.1	11	-16	6	0.9	-0.1	0.8	5
O=Cc1ccc(OCC(=O)N2CCOCC2)cc1	0.9	-0.9	-6	-0.5	0	-5	11	1	-0.4	1	-13
CCCOc1ccc(N2C(=O)CC(N3CCC(c4nncn4CC)CC3)C2=O)cc1 (stereo unspecified)	0.9	0.5	1	-0.6	11	8	6	0.9	1.1	1	4

A stretch taken from the entries so far:
SMILES	PMI act	DTT redox prof	L major viab	Hsp70 act	Diaph inh CS	S1P3 antag	G6PDH counter	Diaph act CS	RAM network inh	PMI act satM6P	TLR4 MyD88 comp
C=CCN1C(=NC(=O)CCCC(=O)O)SC2CS(=O)(=O)CC21 (stereo unspecified)	1	0.1	-3	-0.3	8	15	9	0.9	2.2	0.9	-4
Nc1nonc1C(=O)OCC(=O)c1ccc(Cl)cc1	1	-0.2	-7	-0.3	8	1	-3	0.9	0.6	0.9	4
COc1ccc(NC(=O)C(OC(=O)c2ccc([N+](=O)[O-])o2)c2ccccc2)cc1Cl (stereo unspecified)	0.8	-0.5	-4	0.0	21	-10	-2	0.8	2.0	0.8	6
COc1c(C)cc(Br)cc1C(=O)NC(=S)Nc1ccc(Cl)c(C(=O)O)c1	1	-0.1	-6	-0.2	18	4	5	0.8	5.2	1	2
Cc1nc(C)n(CC(=O)N2CCCC(C(=O)c3cccc4ccccc34)C2)n1 (stereo unspecified)	0.9	-0.8	-5	-0.1	11	3	13	0.9	-1.0	0.9	-17
O=C(CCCN1C(=O)c2ccccc2C1=O)Nc1nncs1	1	-0.1	-5	-0.2	4	1	2	1	-0.4	1	-3
O=C(Nc1cccc(-c2cn3cccnc3n2)c1)Nc1ccccc1F	1	-1.4	22	-0.1	12	6	3	0.9	-0.4	1	-5
Cc1cn(C(=O)c2ccccc2)c(=S)n1-c1ccc(Cl)cc1	0.9	0.2	85*	-0.4	11	·	10	0.9	-1.0	1	4
COc1ccc(C)cc1-n1nnnc1SCc1nc2ccccc2s1	0.8	0.8	83*	0.0	30	-34	6	0.7	5.9	0.9	-13
O=C1c2oc3ccccc3c(=O)c2C(c2cccs2)N1CCCN1CCOCC1 (stereo unspecified)	1.2	0.1	-2	-0.1	11	-16	6	0.9	-0.1	0.8	5
O=Cc1ccc(OCC(=O)N2CCOCC2)cc1	0.9	-0.9	-6	-0.5	0	-5	11	1	-0.4	1	-13
CCCOc1ccc(N2C(=O)CC(N3CCC(c4nncn4CC)CC3)C2=O)cc1 (stereo unspecified)	0.9	0.5	1	-0.6	11	8	6	0.9	1.1	1	4

(further entries)
SMILES	PMI act	DTT redox prof	L major viab	Hsp70 act	Diaph inh CS	S1P3 antag	G6PDH counter	Diaph act CS	RAM network inh	PMI act satM6P	TLR4 MyD88 comp
CCC1CCCCN1C(=O)Cn1nc([N+](=O)[O-])c(Cl)c1C (stereo unspecified)	1.1	-1.1	1	0.4	5	-15	14	0.9	0.1	1.1	7
COc1ccccc1NC(=S)Nc1ccccn1	0.8	0.2	-7	0.6	20	3	-4	0.8	0.4	0.9	8
CC(C)Sc1nc(N)c2c3c(sc2n1)CN(C)CC3	1	-0.5	6	-0.1	-1	·	8	1	-0.9	1	-4
COc1ccc(OCC(=O)NC(=S)Nc2ccc(N3CCOCC3)c(Cl)c2)cc1	0.9	0.9	-7	0.0	18	·	6	0.8	4.8	0.9	-3

Screening data from PubChem.
